# ERAP1 HTS inh = human ERAP1 aminopeptidase inhibitors, primary screen, biochemical, single point, plate reader. inhibition, % at 10.7 µM. Endoplasmic reticulum aminopeptidase 1 (Homo sapiens), Q9NZ08. recombinant ERAP1, Leu-AMC fluorescence, 60 min. 340,000 tested, 0.15% active;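 active = mean replicate inhibition of at least 30%, or all replicates individually reaching that 30% level; inactive = mean below 30% and not every replicate reaching it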;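 also: 0% = neutral control wells and 100% = L-leucinethiol positive control wells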
# RAD52 anneal inh = RAD52 DNA annealing inhibitors, primary screen, biochemical, FRET, single point, set 2; DNA repair protein RAD52 homolog (Homo sapiens), P43351; recombinant RAD52 DNA annealing, FRET fluorescence; inhibition, % at 18.7 µM; 360,000 tested, 0.46% active;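 active = every replicate showing at least 50% inhibition; inconclusive = mean inhibition at least 50% but not in every replicate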
# Target sequence (P43351 whole entry, looked up): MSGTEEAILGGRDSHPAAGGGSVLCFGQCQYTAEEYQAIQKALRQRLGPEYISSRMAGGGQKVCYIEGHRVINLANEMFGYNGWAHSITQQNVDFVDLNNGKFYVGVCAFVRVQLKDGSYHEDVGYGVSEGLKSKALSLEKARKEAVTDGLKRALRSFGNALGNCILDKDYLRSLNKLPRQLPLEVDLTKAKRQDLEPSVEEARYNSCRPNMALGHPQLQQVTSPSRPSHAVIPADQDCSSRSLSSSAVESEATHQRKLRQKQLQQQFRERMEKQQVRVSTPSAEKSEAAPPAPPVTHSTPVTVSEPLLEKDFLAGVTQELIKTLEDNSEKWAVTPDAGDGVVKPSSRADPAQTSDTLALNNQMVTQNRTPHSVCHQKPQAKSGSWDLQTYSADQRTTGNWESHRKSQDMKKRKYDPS
# Xi reactivation = activators of inactive X chromosome reactivation, primary screen, imaging, XiGFP fibroblasts, GFP high-content imaging, set 2; XiGFP mouse fibroblasts, % GFP-positive cells imaging, 3 d; cells co-treated with 5-aza-dC sensitizer; scaled so ellipticine positive control = 100%; activation, % at 7.58 µM; 360,000 tested, 0.055% active;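 active = mean normalized replicate activation at least 10% and every replicate at or above 10%; inconclusive = only one of the two criteria met; inactive = mean below 10% and not all replicates reach 10%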;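 also: 0% = median of on-plate neutral control wells and 100% = ellipticine 6 µM median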
#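 Material: XiGFP fibroblasts, SV40-immortalized. Buffer or medium: DMEM plus 5-aza-dC sensitizer. Compound: single concentration per compound, delivered by pin transfer. Times: 3 days compound exposure. Controls: ellipticine 6 µM.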
# ARNT TACC3 PPI = disruptors of ARNT/TACC3 protein interaction, primary screen, biochemical, AlphaScreen, single concentration; AlphaScreen His-ARNT PAS-B/GST-TACC3 binding, luminescence; TACC3 fragment carries E629A point mutation; Transforming acidic coiled-coil-containing protein 3 (Homo sapiens), Q9Y6A5; 390,000 tested, 0.66% active; inhibition, % at 9.99 µM;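 active = mean inhibition of replicates at least 50% and at least half of replicates each reaching 50%; inconclusive = half or more replicates reach 50% but mean below 50%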;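 also: 0% = complete ARNT plus TACC3 wells and 100% = ARNT alone without TACC3; many hits fall short of the cut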
# GSIS activator = GLuc luminescence reporter in INS-1E cells, primary screen for activators of glucose-dependent secretion of insulin | INS-1E GLuc reporter insulin secretion, 2-3 h | activation, % at 16.6 µM | 370,000 tested, 0.61% active | AID 743287, 2014;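 active = lowest replicate activation of at least 40%, so every replicate reaches that level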;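 also: 0% = median of neutral control wells and 100% = median of IBMX positive control wells; some compounds called inactive have numbers as strong as hits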
# RAD54 branch = inhibitors of human RAD54 branch migration, primary screen, biochemical, fluorescence, single point; DNA repair and recombination protein RAD54-like (Homo sapiens), Q92698; RAD54 Holliday junction branch migration, FAM/BHQ fluorescence; inhibition, % at 10.4 µM; 360,000 tested, 0.14% active; AID 602329, 2012;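 active = mean normalized replicate activity at least 40 and at least half of replicates scoring 40 or more; inconclusive = only one of the two criteria met; inactive = mean below 40 and under half of replicates reaching 40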;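 also: 0% = median of neutral control wells and 100% = median of positive control wells; inhibitors cause a drop in the FAM fluorescence signal; in these data hits start at about 50%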
# esBAF inh = Bmi1 luciferase reporter increase in mESCs, primary screen, esBAF inhibitor project, mouse ES cells, Bmi1 luciferase knock-in, single point. 24 h; 100% = twice the neutral-well signal. reporter increase, % at 12.5 µM. 350,000 tested, 2% active. AID 602393, 2012; in the data active = activation above about 40%; inconclusive = no clear call, values can overlap the other calls;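 also: 0% = median of the plate's neutral control wells and 100% = double that signal; a rise in the Bmi1 reporter signal indicates esBAF inhibition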
# CFTR F508del cor = F508del CFTR correction, initial screen, CFBE line, single point; 350,000 tested, 0.36% active; CFBE cells, YFP halide quenching; stimulated with forskolin plus potentiator P3; % fluorescence drop versus neutral controls; activity (quench increase), % at 7.58 µM; AID 720511, 2013;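 active = mean added fluorescence quench of at least 8% versus neutral control, with both replicates also reaching 8%; inconclusive = only one of the mean or replicate conditions met; inactive = mean below 8% and not both replicates reaching 8%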;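 also: cells transiently co-express mutant CFTR-F508del with the halide-sensitive YFP; corrector assay measuring rescue of mutant channel to the surface after 24 h compound exposure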
# Active calls of the source: *; ? = inconclusive; . = not tested or not shown.
# Results follow in this order: ERAP1 HTS inh	RAD52 anneal inh	Xi reactivation	ARNT TACC3 PPI	GSIS activator	RAD54 branch	esBAF inh	CFTR F508del cor
CN1CCN(CCCNCc2cn(CCC#N)c3ccccc23)CC1
  2	63*	0.0	2	8	15	-4	1.1
COc1ccc2c3c(n(C)c2c1)[C@@H](CO)N(Cc1nccs1)CC31CN(C(=O)CC2CC2)C1
  0	-6	0.2	.	17	.	.	-0.2
CC[C@]12c3[nH]c4cc(CCC(=O)N(C)C)ccc4c3CCN1C(=O)[C@@H](CC(=O)NC(C)(C)C)C[C@@H]2C(=O)N1CCN(C(=O)c2ccco2)CC1
  -2	-12	0.2	-3	6	-20	-5	-2.8
COCC(=O)N(C)C[C@@H]1Oc2cc(C#Cc3ccccc3)ccc2S(=O)(=O)N([C@@H](C)CO)C[C@H]1C
  4	-5	0.0	6	20	1	-1	1.5
O=C(Nc1nc2ccccc2[nH]1)c1cccc(Br)c1
  -4	-2	0.0	.	1	-11	51*	1.8
O=C(c1ccc(N2CCOCC2)c([N+](=O)[O-])c1)N1CCCCC1
  0	-13	0.1	3	12	-1	1	2.6
CCS(=O)(=O)N1CCCCN2[C@@H](CO)[C@@H](c3ccc(-c4ccccc4F)cc3)[C@@H]2C1
  3	5	0.0	-11	1	-26	-3	2.2
CCNS(=O)(=O)c1ccc(CCC(=O)O)cc1
  5	-21	0.0	-1	-1	-10	4	2.2
CSc1ncccc1C(=O)Nc1nc2ccc(Oc3ccccc3)cc2s1
  1	-41	0.1	2	1	.	45*	-4.2
COc1cc(/C=C2/NC(=O)N(Cc3ccccc3F)C2=O)cc(OC)c1O
  5	-18	0.0	0	-10	.	.	-0.7
COc1ccc(NC(=O)N(C)C[C@H]2Oc3c(NC(=O)c4nc5ccccc5s4)cccc3C(=O)N([C@@H](C)CO)C[C@@H]2C)cc1
  0	-1	0.7	3	-3	-3	0	-3.9
O=S1(=O)N=C(N2CCN(c3ccc(F)cc3)CC2)c2ccccc21
  .	.	.	-7	14	-5	46*	.
CN(CC(=O)OCC(=O)NCC(F)(F)F)S(=O)(=O)c1ccc(Cl)cc1
  -1	-6	0.0	2	-4	6	3	3.4
COc1cc(CNc2ncnc3c2ncn3[C@H]2CN(Cc3ccc(F)cc3)C[C@@H](CO)O2)cc(OC)c1OC
  0	-5	0.0	.	.	-4	1	-2.4
CC(C)NC(=O)N(C)C[C@@H]1Oc2ccc(NC(=O)Cc3cn(C)c4ccccc34)cc2CC(=O)N([C@H](C)CO)C[C@@H]1C
  -6	-9	-0.1	13	6	2	-7	-2.6
O=C(NNC(=O)c1ccc(S(=O)(=O)N2CCCC2)cc1)c1ccc(Br)cc1
  -1	5	0.0	-5	-7	.	.	-2.7
CN(C)CCCNC(=O)c1cc2sc3ccccc3c2s1
  17	26	0.0	.	0	.	.	2.0
Cc1ccccc1NS(=O)(=O)c1ccc(NC(=O)N2CCCCC2)cc1
  -2	-8	0.0	-4	-9	8	3	-3.1
O=C(C[C@@H]1C/C=C\C[C@@H](Cc2ccc(F)cc2)C(=O)OC[C@@H]2CCCN2C1=O)N[C@H](CO)Cc1ccccc1
  -1	-14	0.1	-5	-17	-10	3	-0.1
CC1CCN(CCCNC(=O)c2cc3sccc3n2C)CC1
  .	.	.	2	-7	1	-11	.
CCCCCCCCN1C(=O)[C@H](CC(=O)N2CCSCC2)C[C@@]2(C(=O)OCC)CCCC=C12
  .	5	?	.	7	.	.	2.7
O=C(Nc1ccc(Cl)cc1)Nc1nc(-c2ccccc2)cs1
  -1	-24	0.4	-8	-2	.	.	-2.5
Cc1ccc(-c2csc(NC(=S)NC(=O)/C=C/c3ccco3)n2)cc1
  .	.	.	-5	23	1	-11	.
OC[C@H]1[C@@H](c2ccc(C#CC3(O)CCCC3)cc2)[C@@H]2CN(Cc3ccncc3)CCCCN12
  1	1	0.2	-5	19	-1	.	1.1
CC(C)(C)OC(=O)NCCCC[C@H](NC(=O)c1nc[nH]c1C(=O)NC(c1ccccc1)c1ccccc1)C(=O)OC(C)(C)C
  -1	-9	0.1	0	-11	-1	-6	3.6
O=C(COC(=O)c1ccc(Br)cc1)NCCC1=CCCCC1
  2	11	0.1	-4	-21	1	-5	2.4
CO[C@@H]1CN(C)C(=O)c2ccc(NC(=O)c3cnccn3)cc2OC[C@@H](C)N(C(=O)C2CC2)C[C@H]1C
  0	-10	0.2	-1	1	1	-1	-0.3
CN1CCC(N(C)S(=O)(=O)c2ccc(NC(=O)COc3ccc([N+](=O)[O-])cc3)cc2)CC1
  7	8	0.4	1	13	3	.	-3.6
Cc1ccc(N/N=C/c2ccncc2)cc1
  5	-2	0.1	4	-7	4	47	-0.7
OCc1cccc(Nc2ncnc3sc4c(c23)CCCCC4)c1
  -3	-40	-0.1	-12	0	.	-5	1.4
CCN(C(=O)COC(=O)CN(C)S(=O)(=O)c1ccc(NC(C)=O)cc1)C1CCS(=O)(=O)C1 (stereo not given)
  -3	-3	0.0	-4	9	3	-4	-1.6
COc1cc([N+](=O)[O-])ccc1NC(=O)CSc1nnc(C)c(C)n1
  2	7	0.2	0	0	-1	0	-1.7
CC(=O)N(C)C[C@@H]1Oc2cc(/C=C/c3ccccc3)ccc2S(=O)(=O)N([C@H](C)CO)C[C@@H]1C
  3	0	0.4	0	-27	10	4	-0.2
Cc1ccc(S(=O)(=O)N2CCCCC2)cc1NC(=O)CCNC(=O)c1ccccc1Cl
  10	-9	0.0	.	-2	-2	2	-1.5
CCC(=O)N1CCc2cc(S(=O)(=O)NCCC(=O)N3CCN(c4ccccc4)CC3)ccc21
  -2	-10	0.3	14	-25	-8	0	-1.7
CC1(C)SC(=S)N(NC(=O)Nc2ccccc2)C1N(O)C(=O)Nc1cccc2ccccc12 (stereo not given)
  1	-12	0.4	.	-4	.	.	-1.5
CC(=O)N(C)C[C@@H]1Oc2ncc(C#Cc3cccc(F)c3)cc2C(=O)N([C@H](C)CO)C[C@@H]1C
  -1	-6	-0.9	6	17	-7	-4	2.6
CC(C)NC(=O)Nc1ccc2c(c1)CC(=O)N([C@H](C)CO)C[C@H](C)[C@H](CN(C)C(=O)Nc1ccc(F)cc1)O2
  .	8	0.1	-9	11	-4	-4	2.5
COc1ccc(C(CNC(=O)c2cccc(S(=O)(=O)Nc3ccc(F)cc3)c2)N2CCCC2)cc1 (stereo not given)
  2	-84	0.1	3	-20	-4	-2	1.9
CCN(CC)S(=O)(=O)c1cc(-c2nnc(-c3ccc(Br)cc3)o2)ccc1Br
  .	.	.	-5	-5	-10	-5	.
Fc1cccc(Cl)c1Cc1noc(/C=C/c2ccccc2)n1
  -6	0	.	0	-13	2	43*	-3.1
CC(=O)Nc1sc(N/N=C/c2ccccc2F)nc1-c1ccc(C)cc1
  .	-18	0.0	0	-8	.	.	0.2
C[C@H](CO)N1C[C@H](C)[C@@H](CN(C)C(=O)C2CCCCC2)Oc2ncc(C#CCc3ccccc3)cc2C1=O
  2	-7	0.9	-5	10	4	1	-1.1
O=C(COC(=O)c1nn(CCO)c(=O)c2ccccc12)Nc1ccc(Cl)c(Cl)c1
  -2	-15	0.0	5	6	-5	-3	-2.9
Cc1cc(C)cc(NC(=O)c2cc(=O)c3ccccc3o2)c1
  -6	-13	0.0	-11	15	.	.	3.4
C[C@@H]1CN([C@H](C)CO)C(=O)c2cc(C#CCN(C)C)cnc2O[C@@H]1CN(C)Cc1ccc2c(c1)OCO2
  -2	-11	-1.0	-5	-2	-3	-7	-0.3
Cc1cccc(C(O)c2ncc(-c3ccccc3Cl)[nH]2)c1C (stereo not given)
  -1	-3	-0.1	.	.	2	1	-0.1
CCN(CC)S(=O)(=O)c1ccc(-c2nnc(SCC(N)=O)n2CC)cc1
  -2	3	0.0	-9	-6	.	.	-2.9
O=C(CSc1ncccn1)N1CCN(S(=O)(=O)c2ccccc2)CC1
  .	-9	-0.2	-3	51*	0	-6	1.3
O=C(NC(=S)N1CCCCCC1)c1ccc(Cl)cc1Cl
  -2	-24	0.0	-6	1	.	.	-1.7
CN(C)CC#Cc1ccc([C@H]2[C@@H](CO)N3CCCCN(C(=O)Nc4cc(F)ccc4F)C[C@@H]23)cc1
  .	.	0.0	-5	-2	-8	.	-5.5
CCCOP(=O)(OCCC)C(Nc1cccc(C(F)(F)F)c1)c1ccc(C)cc1 (stereo not given)
  .	.	.	-5	-18	1	-3	.
COc1ccc(C)cc1S(=O)(=O)Nc1ccc2c(c1)N(C(C)=O)CCC2
  0	-17	1.3	7	2	2	-9	-0.7
CCCCOC(=O)n1c(=O)oc2ccccc21
  .	.	.	-9	-13	1	21	.
CO/N=C/C(=N\Nc1ccccc1)C(=O)c1ccccc1
  -7	-21	0.0	9	3	.	-1	0.0
CCOC(=O)Cc1csc(NC(=O)c2c(O)c3ccccc3n(CC(C)C)c2=O)n1
  6	1	.	-2	-1	-10	4	5.2
CCS(=O)(=O)N1CCN(CC(=O)NC2CCCCC2)CC1
  -2	-10	0.1	-28	-5	.	.	-1.5
C/C(=N\NC(=O)c1ccccc1N)c1ccc(NC(=O)Cc2ccccc2)cc1
  -6	-4	-0.1	-6	5	3	17	0.8
Cc1ccc(-c2cc(C(=O)Nc3cccnc3)c3ccccc3n2)s1
  -3	-21	-0.1	4	-15	5	9	3.0
CC(C)(C)c1ccc(CSc2ccc(S(=O)(=O)N3CCOCC3)cn2)cc1
  -1	-7	0.1	-5	-15	12	3	-1.0

# Other structures follow.
# Results follow in this order: ERAP1 HTS inh	RAD52 anneal inh	Xi reactivation	ARNT TACC3 PPI	GSIS activator	RAD54 branch	esBAF inh	CFTR F508del cor
Cc1ccc(S(=O)(=O)N2CCC[C@H]2C(=O)OCC(=O)c2ccc3c(c2)NC(=O)CO3)cc1
  -4	-29	0.2	-10	-5	-4	.	-2.5
c1ccc2c(c1)-c1cccc3cncc-2c13
  0	-11	0.0	4	-1	9	4	0.8
C=CCn1c(SCC(=O)c2c(N)n(C3CC3)c(=O)[nH]c2=O)nnc1-c1ccccc1OC
  0	-7	0.2	-1	-12	-12	-1	0.9
COc1cc2c(cc1OC)[C@H](C)N(C(=S)Nc1ccc(F)cc1)CC2
  0	-26	-0.1	.	-23	-6	.	-2.2
C[C@H]1CNC(=O)c2c(C(=O)N[C@@H](Cc3c[nH]c4ccccc34)C(=O)OC(C)(C)C)ncn21
  0	-4	0.0	.	3	.	-1	-2.8
COc1ccc(NC(=O)CN(C)S(=O)(=O)c2ccc(Br)s2)cc1OC
  0	-14	0.0	.	3	-1	0	2.8
COc1ccc2c3c(n(C)c2c1)[C@H](CO)N(CC1CC1)CC31CN(S(=O)(=O)c2cn(C)cn2)C1
  -2	-49	0.1	.	-2	.	.	2.3

# Screens: PubChem, Broad Institute

# Rows were taken by chance, and some 3.3% of all compounds hit somewhere here.
